# LYP phosphatase = inhibitors of LYP phosphatase, biochemical, fluorescence intensity, uHTS (AID 1779); one-dose inhibition, % at 11.5 µM; IC50 in µM for titrated hits; recombinant LYP phosphatase, fluorescence intensity; higher % means a stronger effect; hit rate 0.054% among 290,000;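 further: plate controls were vehicle with enzyme for no effect and no enzyme for full effect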
# PMI inhibitors = inhibitors of human PMI, primary screen, biochemical, fluorescence intensity, coupled assay (AID 1209); purified PMI enzyme, coupled fluorescence intensity; higher % means a stronger effect; inhibition, % at 20 µM, or IC50 in µM where a hit was titrated; hit rate 0.42% among 190,000;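 further: plate controls were DMSO vehicle for no effect and wells lacking substrate for full effect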
# Dynein cargo inh = dynein cargo transport inhibition; 3617.4 mouse cells, GR-EGFP nuclear translocation imaging; test concentration mostly 20 µM; stimulated with dexamethasone, 1 µM; active compounds read low; z-score, hits read low; hit rate 0.47% among 220,000; AID 1381;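 active means plate z-score of nuclear minus cytoplasmic receptor signal below a set negative limit, without overly bright fluorescence or cell loss, cut at about -3.5 in these data, passing the limit was not always enough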;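 further: z-score of nuclear minus cytoplasmic ring GR-EGFP intensity difference per well; some compounds called inactive have numbers as strong as hits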
#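 Medium: Induction medium lacking tetracycline, stripped serum | Probe or stimulus: 1.0 µM final dexamethasone stimulus | Schedule: 48 h induction, then 1 h compound, then 30 min agonist, 37 °C | Signal: Automated 10x imaging of fixed Hoechst-stained cells | Evaluation: Per-cell GR-EGFP intensity, nucleus versus surrounding cytoplasmic ring, well-averaged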
# Siah-1 displacement = Siah-1 peptide-binding antagonists, primary screen, biochemical, fluorescence polarization, rhodamine-plectin, uHTS (AID 1817) | displacement, % at 20 µM; hits with a dose series show IC50 in µM | hit rate 0.02% among 290,000 | Siah-1 / rhodamine-plectin peptide fluorescence polarization; higher % means a stronger effect;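 active means displacement of at least 50% at 20 µM, with a fluorescence ratio check between 0.3 and a set limit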;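 further: plate controls were Siah plus tracer with DMSO for no effect and tracer alone without Siah for full effect; strong numbers were not always called active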
# P. falciparum M17LAP = P. falciparum M17LAP inhibitors, primary screen, biochemical, fluorogenic H-Leu-NHMec substrate, 1536-well (AID 1619); recombinant M17LAP, H-Leu-NHMec fluorogenic kinetic assay; higher % means a stronger effect; one-dose inhibition, % at 30 µM; IC50 in µM for titrated hits; hit rate 0.38% among 220,000;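 active means compound inhibiting the enzyme by more than half at any dose during confirmatory dose-response retesting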;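 further: plate controls were full reaction with DMSO carrier for no effect and no enzyme background for full effect; strong numbers were not always called active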
# AID2073 = inhibitors of Mint1-CaV2.2 protein interaction, biochemical, HTRF (AID 2073); HTRF protein-protein interaction, Mint1-CaV2.2; higher % means a stronger effect; inhibition, % at 20 µM; hits with a dose series show IC50 in µM; hit rate 0.19% among 290,000; in the data active means inhibition mostly above about 51%, no sharp cut-off; further: some results filed as inactive read as strong as hits
# human PMI inhibitors = MPI inhibition at elevated mannose 6-phosphate – biochemical, fluorescence intensity, high mannose 6-phosphate, primary screen (AID 1220) | recombinant PMI enzyme, coupled fluorescence intensity; higher % means a stronger effect | one-dose inhibition, % at 20 µM; IC50 in µM for titrated hits | hit rate 0.66% among 190,000
# P. falciparum M1AAP = P. falciparum M1AAP inhibitors, biochemical, fluorogenic H-Leu-NHMec substrate, 1536-well (AID 1445) | recombinant M1AAP, H-Leu-NHMec fluorogenic kinetic assay; higher % means a stronger effect | inhibition, % at 30 µM, or IC50 in µM where a hit was titrated | hit rate 0.42% among 220,000;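 active means primary inhibition above the hit cutoff, then over 50% inhibition at one or more dose response concentrations, cut at about 23% in these data, passing the limit was not always enough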;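 further: plate controls were DMSO full reaction for no effect and no enzyme background for full effect; strong numbers were not always called active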
# XIAP antagonists = small molecules displacing peptide from XIAP – biochemical, IAP family, fluorescence polarization (AID 1018). one-dose displacement, % at 20 µM; IC50 in µM for titrated hits. XIAP BIR domain, fluorescence polarization peptide displacement; higher % means a stronger effect. hit rate 0.007% among 200,000; in the data active means displacement above about 50%; further: a part of the inactive calls stands beside numbers as strong as those of hits
# Dynein cargo inh cytoplasmic EGFP = further read-out of Dynein cargo inh, marked with its call; z-score; measured here: cytoplasmic GR-EGFP intensity; active compounds read high
# Dynein cargo inh nuclear GR-EGFP = recorded beside Dynein cargo inh, whose call it bears; z-score; measured here: nuclear GR-EGFP intensity;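 lower value marks the stronger effect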
# Dynein cargo inh cell count = also measured in Dynein cargo inh; calls as there; z-score; measured here: cell count per field
# Active calls of the source: *; x = no result given. Unless noted, no stated cut-off is given here; in the data, active means inhibition above about 50%; inactive means the rest. An unsorted share of the library; any-hit rate near 2.1%.
SMILES,LYP phosphatase,PMI inhibitors,Dynein cargo inh,Dynein cargo inh cytoplasmic EGFP,Dynein cargo inh nuclear GR-EGFP,Dynein cargo inh cell count,Siah-1 displacement,P. falciparum M17LAP,AID2073,human PMI inhibitors,P. falciparum M1AAP,XIAP antagonists
CC(C)c1cc(C(=O)N/N=C/c2c[nH]c3ccccc23)n[nH]1,-0.9%,x,-0.215,-0.242,0.311,0.515,1.6%,15.6%,-2.1%,x,2.5%,x
COC(=O)NCc1ccc(CNC(=O)OC)cc1,-10.3%,5.7%,-1.02,1.92,-0.0658,-0.0471,2.6%,7.9%,2.7%,3.7%,-1.8%,-4.8%
CCN=C1SC(CC(=O)Nc2ccc(C(F)(F)F)cc2)C(=O)N1CC (stereo unspecified),8.2%,-6.0%,0.228,-0.2,0.308,-0.457,-0.6%,7.7%,8.2%,4.7%,-0.5%,-4.4%
COc1ccccc1NC(=S)NCc1ccccn1,-4.4%,3.9%,0.19,-0.229,0.133,0.746,15.4%,1.4%,-8.4%,-0.9%,-1.6%,-0.5%
Cc1ccc(NC(=O)COC(=O)c2cccc3c2C(=O)c2ccccc2C3=O)c(C)c1,-1.0%,18.6%,-0.555,-0.25,-0.385,0.338,-6.8%,-9.8%,-12.1%,30.3%,1.5%,-4.4%
COc1cc(/C=c2\sc3n(c2=O)C(c2ccccc2)C(c2ccccc2)=NN=3)ccc1O (stereo unspecified),-6.7%,22.6%,0.267,0.185,0.337,0.117,5.3%,3.5%,13.2%,21.2%,11.2%,-6.3%
Cc1ccc(-c2noc(=O)n2CC(=O)c2ccc(Cl)cc2)cc1,-5.0%,17.5%,0.0971,-0.291,-0.511,-0.583,-4.6%,2.2%,-10.9%,8.2%,4.7%,-9.2%
C#CCOCCOCCOCCNc1nc(N2CCN(C(=O)[C@H](CCC(=O)O)n3cc(C(N)Cc4ccc(O)cc4)nn3)CC2)nc(N2CCN(C(=O)[C@H](CCC(=O)O)n3cc(C(N)CC(C)C)nn3)CC2)n1 (stereo partly specified),-7.7%,8.4%,1.65,-0.151,1.49,-1.83,2.0%,-0.9%,25.0%,-16.9%,2.6%,-1.2%
COc1ccc(OC)c(-n2c(-c3ccc(S(C)(=O)=O)cc3)cc(C=O)c2C)c1,-2.7%,3.9%,-0.347,-0.144,-0.301,-0.0541,-1.1%,8.0%,9.2%,8.1%,7.1%,-4.1%
COCCNC(=S)NCc1cccs1,-0.6%,-0.7%,-0.578,-0.254,-0.227,0.182,7.9%,-2.8%,-2.8%,-0.8%,-0.4%,-1.9%
O=C(NCc1ccccn1)c1cccc(NS(=O)(=O)c2ccccc2F)c1,-4.9%,-10.4%,3.15,0.169,3.05,-1.82,-8.7%,10.8%,3.4%,-5.9%,0.6%,-3.2%
COc1ccc(OCCCC(=O)NCC(C)C)cc1,-9.4%,2.4%,0.52,-0.323,0.131,0.574,2.6%,7.5%,-2.6%,-5.7%,-0.6%,-4.9%
COc1ccc(CCNC(=O)C2CCCN(S(=O)(=O)c3cnc[nH]3)C2)cc1OC (stereo unspecified),-8.4%,-3.1%,-0.121,-0.241,-0.00777,0.62,4.0%,0.4%,-1.6%,-1.9%,6.4%,0.5%
COc1ccc2nccc(C(N)=O)c2c1,-9.6%,x,0.484,-0.244,0.229,-0.526,11.2%,-136.3%,33.4%,x,6.1%,x
CCC(C)NC(=O)CNC(=O)Cn1c(C)cc2ccccc2c1=O (stereo unspecified),-1.5%,16.4%,-0.19,-0.176,0.349,0.418,-5.7%,-0.1%,-1.3%,18.2%,5.2%,1.3%
Cc1ccc(-n2nc(C(=O)NCc3ccc(C)o3)c3c4ccccc4n(C)c3c2=O)cc1,7.1%,-6.0%,-0.423,-0.0954,0.118,0.000664,-6.3%,9.1%,-4.0%,-7.7%,-6.6%,3.4%
Cc1cccc(C)c1NC(=S)N(C)CCc1ccccn1,-2.7%,4.4%,-0.318,-0.203,0.2,-0.361,5.0%,-4.4%,0.0%,8.4%,-1.7%,-6.1%
Nc1c(-c2ccccc2)c(CSc2nc3ccccc3[nH]2)nn1-c1ccc(C(=O)O)cc1,3.6%,9.6%,0.166,-0.298,-0.0569,0.445,13.8%,7.7%,5.0%,15.2%,9.1%,-8.1%
c1ccc(Cn2nnnc2-c2ccco2)cc1,-0.4%,11.2%,-0.681,0.0318,-0.691,1.13,4.1%,-0.5%,13.6%,6.4%,4.3%,-4.4%
Cc1cccc(-c2noc(-c3ccc(F)cc3)n2)c1,-3.3%,13.4%,-1.06,-0.229,-0.695,-0.242,-3.3%,2.3%,-5.2%,6.3%,9.1%,-5.7%
Cc1noc(C)c1CSc1nnc(-c2ccccc2F)n1CCc1ccccc1,-6.6%,7.4%,0.944,-0.317,1.19,-1.34,1.9%,24.9%,-2.1%,2.1%,3.5%,-5.8%
Cc1ccc(C)c(N(C)C(=O)c2coc(=O)c3ccccc23)c1,-2.1%,-1.2%,-0.958,-0.248,-1.03,1.19,-1.8%,12.4%,8.1%,0.8%,3.2%,-4.2%
O=C(O)CNc1nc(-c2ccccc2)c2cc([N+](=O)[O-])ccc2n1,4.4%,5.0%,0.194,-0.23,0.585,-0.568,-2.7%,30.3%,2.6%,-3.9%,11.6%,-8.8%
CN1CCN(C(=O)c2ccc3c(c2)NC(=O)C(N2CCOCC2)S3)CC1 (stereo unspecified),-5.0%,3.6%,-1.03,0.00264,-0.616,0.345,-5.4%,-10.0%,5.3%,3.3%,4.7%,-0.5%
CCCOc1ccc(C2/C(=C(\O)c3c(C)[nH]c(C(=O)OC)c3C)C(=O)C(=O)N2CCN(C)C)cc1 (stereo unspecified),-8.5%,-0.4%,0.299,-0.392,-0.31,0.367,0.5%,10.8%,-6.9%,8.5%,1.6%,-4.1%

# Next part.
SMILES,LYP phosphatase,PMI inhibitors,Dynein cargo inh,Dynein cargo inh cytoplasmic EGFP,Dynein cargo inh nuclear GR-EGFP,Dynein cargo inh cell count,Siah-1 displacement,P. falciparum M17LAP,AID2073,human PMI inhibitors,P. falciparum M1AAP,XIAP antagonists
CC(C)CCOc1ccc(C2CC(=O)N(C)C2=O)cc1 (stereo unspecified),-6.8%,6.6%,-0.0867,-0.31,0.19,-0.227,-2.0%,-12.5%,-7.9%,5.9%,1.1%,-6.1%
Nc1[nH]nc2nc3ccccc3cc12,-1.1%,-49.8%,0.411,-0.23,-0.163,0.418,-2.3%,-5.9%,-9.8%,-117.0%,1.3%,-5.6%
CCCCOc1ccc(/C(O)=C2/C(=O)C(=O)N(Cc3cccnc3)C2c2ccncc2)c(C)c1 (stereo unspecified),1.6%,-26.5%,-0.677,-0.254,0.452,0.129,3.6%,33.0%,14.2%,-26.3%,9.9%,-1.7%
NC(=O)c1nnn(-c2cccc(C(F)(F)F)c2)c1-c1ccccc1,-6.5%,x,1.13,-0.256,1.13,-0.706,4.5%,7.0%,12.3%,x,3.4%,x
CCOc1cc(NC(=S)NCCCN2CCOCC2)c(OCC)cc1NC(=O)C(C)C,-4.3%,3.6%,0.545,-0.337,0.574,-0.301,-4.6%,-15.5%,-7.0%,46.6%,2.1%,-7.2%
Cc1cccc(C)c1OCCNC(=O)C(=O)NCc1ccco1,-8.8%,-14.2%,-0.21,-0.163,0.0913,0.317,-4.7%,-5.4%,5.0%,-15.8%,1.6%,-8.3%
COc1ccc(S(=O)(=O)Nc2cc(C(=O)NCCCOC(C)C)ccc2N2CCOCC2)cc1,-4.7%,7.3%,0.0119,-0.265,-0.0749,0.751,0.5%,5.3%,2.1%,11.7%,0.9%,-1.0%
O=C(C[n+]1ccccc1)Nc1c(Cl)cc(Cl)cc1Cl,-6.2%,-1.6%,1.72,0.117,1.19,-2.06,-0.6%,-14.0%,9.0%,18.0%,-7.9%,-7.7%
CSc1nc(C)nc(N/C=C(\C#N)S(=O)(=O)c2ccccc2Cl)n1,2.3%,x,-1.58,0.298,-1.15,-5.04,7.4%,2.1%,7.3%,x,5.5%,x
CCOc1cc(CN2CCN(CCc3ccccc3)C(CCO)C2)ccc1OC (stereo unspecified),-6.0%,4.4%,0.194,-0.252,-0.105,0.332,2.7%,-1.1%,5.8%,-7.2%,0.9%,-11.1%
CCOC(=O)c1ccc(COc2nc3ccccc3nc2-c2ccccc2NC(C)=O)o1,-0.6%,5.5%,0.0614,-0.152,0.255,1.4,-1.3%,-29.2%,13.5%,7.8%,7.7%,-1.7%
O=C1OC(Nc2ccc(F)c([N+](=O)[O-])c2)c2ccccc21 (stereo unspecified),-6.0%,x,0.465,-0.0429,0.792,-0.104,-1.5%,x,-0.7%,x,x,x
COCCNC(=O)C(c1ccccc1C)N(CCOC)C(=O)Cn1nnc2ccccc21 (stereo unspecified),-7.0%,-13.6%,-0.729,-0.202,-0.133,0.0109,0.1%,13.6%,8.3%,1.2%,6.8%,-3.4%
Cc1occc1-c1nnc(SCC(=O)Nc2nc(-c3ccccc3)cs2)o1,-10.4%,-5.1%,-0.0221,-0.246,-0.242,0.0422,0.3%,7.9%,8.3%,-2.4%,0.7%,-1.4%
Cc1cc(C(=O)CSc2ncccn2)c(C)n1Cc1ccco1,3.2%,-8.4%,-0.443,-0.258,-0.233,1.12,-3.4%,2.5%,-7.2%,-11.5%,7.6%,-10.7%

# Reformatted tab-delimited: two of the compounds above.
structure	LYP phosphatase	PMI inhibitors	Dynein cargo inh	Dynein cargo inh cytoplasmic EGFP	Dynein cargo inh nuclear GR-EGFP	Dynein cargo inh cell count	Siah-1 displacement	P. falciparum M17LAP	AID2073	human PMI inhibitors	P. falciparum M1AAP	XIAP antagonists
CCOC(=O)c1ccc(COc2nc3ccccc3nc2-c2ccccc2NC(C)=O)o1	-0.6%	5.5%	0.0614	-0.152	0.255	1.4	-1.3%	-29.2%	13.5%	7.8%	7.7%	-1.7%
O=C1OC(Nc2ccc(F)c([N+](=O)[O-])c2)c2ccccc21 (stereo unspecified)	-6.0%	x	0.465	-0.0429	0.792	-0.104	-1.5%	x	-0.7%	x	x	x

# Some of the entries so far, with values under each structure:
# Each structure is followed by: LYP phosphatase, PMI inhibitors, Dynein cargo inh, Dynein cargo inh cytoplasmic EGFP, Dynein cargo inh nuclear GR-EGFP, Dynein cargo inh cell count, Siah-1 displacement, P. falciparum M17LAP, AID2073, human PMI inhibitors, P. falciparum M1AAP, XIAP antagonists
CCOC(=O)c1ccc(COc2nc3ccccc3nc2-c2ccccc2NC(C)=O)o1
 : -0.6%, 5.5%, 0.0614, -0.152, 0.255, 1.4, -1.3%, -29.2%, 13.5%, 7.8%, 7.7%, -1.7%
CC(C)CCOc1ccc(C2CC(=O)N(C)C2=O)cc1 (stereo unspecified)
 : -6.8%, 6.6%, -0.0867, -0.31, 0.19, -0.227, -2.0%, -12.5%, -7.9%, 5.9%, 1.1%, -6.1%
